From PubChem
NR2E3 ag-1: activates human NR2E3 receptor | Q9Y5X4 | CHO-S Gal4-NCOR/VP16-NR2E3 two-hybrid, luciferase | inhibition of corepressor binding, % at 3.98 µM | 360,000 tested, 0.35% active | AID 602229;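 active = inhibition above the mean of all tested compounds plus 3 SD, cut at about 70% in these data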;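 note: 0% = DMSO with NR2E3 transfected cells and 100% = cells lacking NR2E3 construct; higher means lower luciferase signal from less NR2E3 corepressor binding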
Target sequence (Q9Y5X4 whole entry, looked up, the tested form may be a part): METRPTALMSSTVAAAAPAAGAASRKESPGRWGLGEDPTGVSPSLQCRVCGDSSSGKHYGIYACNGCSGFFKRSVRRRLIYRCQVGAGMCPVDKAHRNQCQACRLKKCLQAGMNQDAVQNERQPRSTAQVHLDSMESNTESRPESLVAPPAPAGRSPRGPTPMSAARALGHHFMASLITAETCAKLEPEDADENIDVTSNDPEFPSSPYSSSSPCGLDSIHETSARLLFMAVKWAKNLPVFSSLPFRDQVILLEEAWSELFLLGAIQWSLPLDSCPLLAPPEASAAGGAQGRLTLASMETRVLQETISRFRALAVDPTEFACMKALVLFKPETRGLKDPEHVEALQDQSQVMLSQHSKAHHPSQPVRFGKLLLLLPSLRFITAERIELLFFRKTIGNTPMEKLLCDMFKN
HIF-2a inh: HIF-2a inhibition | 360,000 tested, 0.72% active | inhibition, % at 18.8 µM | 786-0 RCC cells HIF-2a reporter, luciferase luminescence, overnight | AID 624352;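 active = inhibition of the luminescence signal of 40% or more relative to plate controls, in a single-dose primary screen at 18.75 µM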
KKLEB tox: CF airway cell cytotoxicity counter-screen; KKLEB CF airway cells viability, ATPlite luminescence, overnight; stronger effect = lower value; cells stimulated with P. aeruginosa culture filtrate; activity change (cytotoxicity), % at 5 µM; 360,000 tested, 0.36% active; AID 602141;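 active = corrected activity change at or below -50% at 5 µM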
NR2E3 ag-2: NR2E3 (human) agonism | Q9Y5X4 | inhibition of corepressor binding, % at 4.78 µM | AID 2300 | GST-NR2E3/biotin-RetCOR TR-FRET, 1536-well | 320,000 tested, 0.12% active;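 active = percent inhibition above the cutoff of mean plus 3 SD of all tested compounds, set per screening campaign, cut at about 20% in these data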;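 note: 0% = DMSO wells and 100% = biotin wells as full block of FRET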
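Test system – NR2E3–RetCOR corepressor complex · Quantity – NR2E3 fusion 1.35 nM · Buffer or medium – Tris pH 7.5 · Incubation – Compound–protein incubation for 5 h at 4 °C · Technique – TR-FRET, Eu(K)-anti-GST donor, streptavidin-D2 acceptor, ex 340, em 617/671 nm · Evaluation – percent inhibition of 671/617 nm emission ratio versus biotin and DMSO controls · Plate – 1536-well format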
MITF TRPM1 inh: reduces MITF-dependent TRPM1 promoter luciferase signal; SK-MEL-5 TRPM1 promoter luciferase, 24 h; inhibition, % at 12.5 µM; 330,000 tested, 0.83% active;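 active = mean inhibition across replicates of 60% or more, whatever share of single replicates reaches that level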; note: values of inactives mirror those of a sister screen read the other way
iPSC survival up: hiPSC single-cell survival enhancement; AID 602274; survival enhancement, % at 20 µM; ATPlite luminescence; 100% = ROCK inhibitor wells, 0% = DMSO; 360,000 tested, 0.044% active; in the data active = survival enhancement above about 18%;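 note: cells exposed to compounds for 16 hours before the ATP read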
Peg3 promoter: inhibitors of Peg3 promoter; 360,000 tested, 1.7% active; inhibition, % at 20 µM; HeLa PEG-Prom luciferase reporter, luminescence, overnight;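 active = inhibition of at least 50% at 20 µM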
Shn3 inh set2: Schnurri-3 reporter inhibition in Clone20 osteoblasts | Clone20 osteoblast Shn3 3'UTR firefly luciferase, 24 h | 360,000 tested, 0.52% active | inhibition, % at 12.5 µM;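 active = mean inhibition of at least 75% with every replicate also reaching 75%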;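 note: 0% = median of neutral control wells and 100% = pilot-screen positive control compound; some compounds past the cut are filed as inactive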
CF NFkB inh: blocks PAF-induced NF-kB reporter in cystic fibrosis cells; KKLEB NF-kB-GFP reporter, GFP fluorescence overnight; inhibition, % at 5 µM; 360,000 tested, 0.86% active; AID 588850;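 active = at least 50% inhibition at 5 µM, scaled per plate between neutral and stimulator controls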;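 note: PAF is a Pseudomonas aeruginosa culture filtrate used as stimulus; plate controls were PAF-stimulated DMSO wells for no effect and unstimulated DMSO wells for full effect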
aDG glyco act: increases alpha dystroglycan glycosylation. 360,000 tested, 0.22% active. Pro5-aDG cells, alpha-DG glycosylation AlphaScreen (IIH6); 0% Pro5, 100% B10-LARGE cell signal. activation, % at 10 µM. AID 624168;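 active = activation of at least 8% versus controls, or a plate z-score of at least 8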;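 note: Pro5 are CHO cells carrying HIG-tagged alpha-DG that lacks glycosylation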
TWEAK-Fn14 inh: TWEAK-Fn14 signaling inhibition. TWEAK-stimulated Fn14 reporter cells, luciferase luminescence, 8 h. inhibition, % at 10 µM. 360,000 tested, 2% active. AID 1159606; in the data active = inhibition above about 50%
Active calls of the source: *; · = not tested or not shown.

SMILES	NR2E3 ag-1	HIF-2a inh	KKLEB tox	NR2E3 ag-2	MITF TRPM1 inh	iPSC survival up	Peg3 promoter	Shn3 inh set2	CF NFkB inh	aDG glyco act	TWEAK-Fn14 inh
CCn1c(SCC(=O)Nc2ccc(Cl)cc2)nc2nc3c(cc2c1=O)CCCC3	-43	10	-30	-1	4	3.4	35	-1	0	-0.1	-12
Cc1onc(-c2ccccc2)c1-c1n[nH]c(=S)n1-c1ccccc1Cl	7	15	14	-1	5	-1.2	-2	-7	-5	0.0	12
O=C(c1ccc(OC2CCN(C/C=C/c3ccc(F)cc3)CC2)cc1)N1CCCCC1	-3	14	4	-3	3	-0.3	12	21	3	0.8	-3
CN(C(=O)c1ccc(-c2nn(C)c(=O)c3ccccc23)cc1)C1CCCCC1	8	-11	-1	1	-2	-0.3	-12	54	7	0.4	20
O=C(O)c1ccc(S(=O)(=O)N2CCCCCCC2)cc1	-5	10	5	·	·	-0.8	19	-10	-26	0.0	-6
CCCCOc1ccc(C2OC34CCCCC3C(C#N)(C#N)C2(C#N)C(=N)O4)cc1 (stereo not drawn)	-9	5	8	-5	4	0.2	13	-7	-14	0.1	0
CCOC(=O)c1c(C)[nH]c(O)c1C=Nc1ccc(C(F)(F)F)cc1	-19	7	-14	5	0	-1.4	-31	4	2	-0.2	-6
CCOC(=O)C1CCCN(C(=O)C2CCN(S(=O)(=O)c3c(C)noc3/C=C/c3ccccc3F)CC2)C1 (stereo not drawn)	-7	7	-6	-2	12	-0.4	-7	-10	-16	0.0	-18
O=C(NCC(=O)N1CCN(S(=O)(=O)c2ccccc2F)CC1)c1ccc2c(c1)OCO2	3	7	15	-4	-2	-0.5	2	7	-14	-0.3	-9
NC(=O)c1ccsc1NC(=O)CCS(=O)(=O)c1ccccc1	17	-8	-3	4	7	-1.2	-7	3	7	0.1	-9
Nc1cc(S(=O)(=O)N2CCCCC2)ccc1N1CCCCC1	7	-26	-2	3	-6	-0.2	-10	18	4	1.3	3
Cc1ccc(-c2nc(CN(C)C)cc(CN(C)C)c2O)cc1	8	-1	-6	-4	-14	0.4	-17	-1	20	0.3	10
COc1cccc(-c2cc(C(=O)O)c3cc4ccccc4cc3n2)c1OC	-17	-36	-7	·	·	-1.7	-17	-12	-4	-0.3	-23
Cc1ccc(N(CCC#N)C(=O)COC(=O)c2cc(C)oc2C)cc1	3	2	8	-3	2	-4.6	3	1	-4	-0.1	10
CC(=O)c1ccccc1C(=O)N(C)C1CCCN(Cc2ccccc2F)C1 (stereo not drawn)	12	17	1	5	11	-0.5	11	-18	10	-0.2	-4
COc1ccc(OC)c(NC(=O)NNC(=O)c2cc3occc3[nH]2)c1	-17	12	13	-4	-5	-0.4	5	1	-32	-0.1	17
CCOC(=O)C1=C(C)NC(=O)NC1c1cc2c(cc1Br)OCO2 (stereo not drawn)	-17	-4	3	3	4	-4.3	2	-12	0	-0.1	-4
Cc1cn(CC(=O)NCC(c2ccccc2)c2ccccc2)c(=O)[nH]c1=O	6	9	11	·	5	-1.2	7	1	-6	0.1	-4
Cn1c(=O)cc(OCC(=O)N2CCC(N3CCCCC3)CC2)c2ccccc21	-57	-8	-4	1	·	3.5	4	4	-46	-0.2	3
FC(F)(F)c1cccc(OCCOCCn2cncn2)c1	15	2	-1	2	-9	1.1	6	3	-7	0.3	-4
CC(=O)c1cnc2c(-c3ccc(Cl)cc3)cnn2c1C	-29	-280	-10	0	-64	-0.2	-280	-27	13	-0.1	4
O=C(CSc1ccc(Cl)cc1Cl)N1CCC(c2nc3ccccc3s2)CC1	12	19	-2	2	20	0.8	30	13	6	0.0	35
O=S1(=O)N=C(N2CCN(Cc3ccc4c(c3)OCO4)CC2)c2ccccc21	2	2	-4	0	-3	4.2	14	-22	-8	-0.1	12
O=c1cc(-c2ccccc2)c2cc(Cl)c(O)c(CN3CCOCC3)c2o1	11	6	4	1	2	-0.7	3	1	13	-0.1	1
CCN(Cc1ccccc1)C(=O)CSc1n[nH]c(N)n1	-8	12	-7	2	-5	-0.3	12	-33	11	-0.1	8
O=C(CSc1nnnn1CCCO)Nc1ccc2c(c1)OCO2	0	6	-5	-2	-1	0.7	-8	10	-2	0.1	3
COc1ccccc1-c1cc2nc(C)c(CCC(=O)NCc3ccco3)c(C)n2n1	-27	49*	5	3	15	0.1	-2	10	12	0.1	47
O=C(c1ccc(=O)[nH]n1)N1CCN(S(=O)(=O)c2ccc(C(F)(F)F)cc2)CC1	25	2	-12	3	-10	1.3	-20	-2	15	-0.1	19
CCN(CC)S(=O)(=O)c1ccc(N2CC(C(=O)NCc3cccnc3)CC2=O)cc1 (stereo not drawn)	2	6	-2	2	·	-0.2	14	-12	-5	0.2	4
Cc1ccc(S(=O)(=O)Nc2ccc(F)cc2)cc1C(=O)N1CCOCC1	7	3	0	·	15	-2.0	6	-37	15	0.0	9
CC(C)(C)NC(=S)NC(=O)C12CCC3CC(CC(C3)C1)C2	-9	11	-4	1	8	-2.2	16	-5	9	0.1	12
COC(=O)C1=C(C)C(c2ccc(OC)cc2)NC(=S)N1 (stereo not drawn)	-24	5	6	2	-2	-1.2	15	-4	0	-0.2	-18
CCC(=O)N1CCC1(C)C(=O)Nc1cccc(OC)c1 (stereo not drawn)	5	3	-5	·	·	-0.1	-7	16	-23	-0.2	4
CSc1ccc(C2=CC(=O)C[C@H](c3ccc4c(c3)OCO4)C2)cc1	-21	-22	-7	1	-2	-1.3	-9	1	0	0.1	-18
Cc1ccnc(NS(=O)(=O)c2ccc(NC(=O)C3CCCCC3C(=O)O)cc2)n1 (stereo not drawn)	9	22	6	-2	10	1.0	9	-14	-6	-0.4	20
Cc1cc(F)cc(C)c1Cn1cnc2c(cnn2C(C)(C)C)c1=O	14	5	-1	·	-69	5.5	-5	20	1	-0.1	-22
CCOc1ccccc1C1CC(c2ccc(Cl)cc2)Nc2nc(N)nn21 (stereo not drawn)	-6	20	-11	2	16	1.3	28	7	17	-0.1	-24
Cc1cc(C)cc(NC(=O)c2ccc(NC(=O)C3C4CC5OC(=O)C3C5C4)cc2)c1 (stereo not drawn)	-7	6	-5	1	6	0.0	-1	3	4	-0.1	-3
O=C(O)c1cccc(Nc2c3ccccc3nc3ccccc23)c1	-19	14	-4	-1	3	1.1	-5	9	-9	0.2	-16
CN(CC(=O)Nc1c(Cl)cccc1Cl)C(=O)c1ccc2ccccc2n1	-31	-54	4	·	-22	-0.6	-59	-14	11	0.0	-1
Cc1ccc(CN2C(=O)C(C)Nc3ncnc(N4CCOCC4)c32)cc1 (stereo not drawn)	26	14	8	3	2	4.9	9	15	10	0.0	3
Cc1cccc(C)c1NC(=O)C(=O)NCCc1c[nH]c2ccccc12	-8	11	-5	3	7	-0.6	4	-1	9	0.0	-3
Cc1ccc2nc(SCCC(=O)O)cc(C)c2c1	-12	8	-2	7	0	2.6	-6	2	-11	-0.1	13
CC1CC(C)CN(S(=O)(=O)c2ccc(C(=O)OCC(=O)NCCN3C(=O)CSC3=O)cc2)C1 (stereo not drawn)	-30	10	-3	5	-1	-1.2	12	-9	23	0.3	0
OC(c1ccccc1)C(CN1CCOCC1)c1ccccc1 (stereo not drawn)	-13	11	11	-1	4	0.4	2	-4	1	0.1	-3
O=C(COC(=O)c1cc(S(=O)(=O)N2CCCCC2)ccc1Cl)NC1CCCCC1	25	2	0	·	·	1.3	4	-5	-26	0.1	3
CC(=O)NC1=NN(C(C)=O)C(c2ccc(C)cc2)S1 (stereo not drawn)	4	-7	-1	6	17	-0.3	-2	-26	3	0.0	-13
CN(C(=O)c1ccccc1C(=O)OCC(=O)Nc1cccc(Br)c1)c1ccccc1	-1	12	3	3	2	-0.4	14	7	10	0.0	4
COc1cccc(C2=NOC(C(=O)Nc3ccc4c(c3)OCO4)C2)c1 (stereo not drawn)	18	-4	6	1	4	1.3	1	-5	-19	-0.2	8
O=C1c2cccc3cc([N+](=O)[O-])cc(c23)C(=O)N1c1nncs1	-30	15	4	1	12	-0.6	5	8	-13	-0.1	-11
Fc1ccc(NC(=S)Nc2ccccc2Cl)cc1	-2	-49	4	5	-4	0.2	-39	55	16	-0.3	2
